Screens: PubChem, National Center for Advancing Translational Sciences (NCATS)
EPAC2 ag: qHTS for Agonist of cAMP-regulated guanine nucleotide exchange factor 4 (EPAC2): primary screen | AID 720711, 2013 | 360,000 tested, 0.079% active | EPAC2 activation, biochemical qHTS; response scale: 100% = 6.5 mM cAMP response | Rap guanine nucleotide exchange factor 4 (Homo sapiens), Q8WZA2 | Potency, µM (highest dose often 154 µM), for the others: at the top dose activation, usual class: activators; also: potency is read from the fitted curve at half-maximal effect; nearly all actives have a fitted effect of over 50% in size
Target sequence (Q8WZA2 whole entry, looked up): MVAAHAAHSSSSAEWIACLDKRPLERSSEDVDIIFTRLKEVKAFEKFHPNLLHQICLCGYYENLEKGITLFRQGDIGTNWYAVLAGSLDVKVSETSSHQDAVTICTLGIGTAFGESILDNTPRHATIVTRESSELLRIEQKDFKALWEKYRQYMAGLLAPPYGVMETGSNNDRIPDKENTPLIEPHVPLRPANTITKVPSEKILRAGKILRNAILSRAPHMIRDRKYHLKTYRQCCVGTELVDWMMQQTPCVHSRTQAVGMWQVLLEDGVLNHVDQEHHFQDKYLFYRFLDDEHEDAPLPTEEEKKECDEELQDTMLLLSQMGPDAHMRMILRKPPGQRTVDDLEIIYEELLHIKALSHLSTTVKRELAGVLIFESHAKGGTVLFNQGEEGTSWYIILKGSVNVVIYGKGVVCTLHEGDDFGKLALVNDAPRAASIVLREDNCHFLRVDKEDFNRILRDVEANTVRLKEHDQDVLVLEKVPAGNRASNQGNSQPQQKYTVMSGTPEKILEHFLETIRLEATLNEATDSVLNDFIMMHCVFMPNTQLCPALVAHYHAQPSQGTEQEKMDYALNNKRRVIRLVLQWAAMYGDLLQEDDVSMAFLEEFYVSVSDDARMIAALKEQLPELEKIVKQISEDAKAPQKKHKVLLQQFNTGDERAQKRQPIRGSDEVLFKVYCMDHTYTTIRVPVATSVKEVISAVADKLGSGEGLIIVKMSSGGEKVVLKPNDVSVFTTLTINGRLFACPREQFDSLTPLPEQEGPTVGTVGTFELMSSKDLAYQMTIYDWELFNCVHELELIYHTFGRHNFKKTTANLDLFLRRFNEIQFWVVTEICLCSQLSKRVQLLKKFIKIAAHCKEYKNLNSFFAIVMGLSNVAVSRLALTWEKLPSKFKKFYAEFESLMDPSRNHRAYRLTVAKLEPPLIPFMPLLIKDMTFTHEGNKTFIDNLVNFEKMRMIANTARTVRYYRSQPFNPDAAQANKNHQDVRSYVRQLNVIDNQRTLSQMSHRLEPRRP
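Compounds were titrated in qHTS against a Rap1B-BODIPY-GDP (250 nM) complex with EPAC2 (100 nM) and GDP (50 uM). BODIPY-GDP release tracked at 480/540 nm over 30 min at room temperature, normalized to 6.5 mM cAMP.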
Nrf2 inh: Nrf2 qHTS screen for inhibitors; 360,000 tested, 2.1% active; Potency, µM (highest dose often 46 µM), inactives show at the top dose activity change, negative = inhibition, actives largely listed as inhibitors; A549 ARE-Fluc reporter, luciferase luminescence, 18-24 h; also: potency is read from the fitted curve at half-maximal effect; % is scaled to controls: 0 for no effect and ±100 for the full control effect; nearly all actives have a fitted effect of over 60% in size
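Concentration-response testing used A549 ARE_Fluc cells at 5000 cells/well. Following an 18-24 h compound incubation, viability was read by fluorescence (Ex 405/Em 525) and luciferase output by luminescence.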
EPAC2 antag: qHTS for Antagonist of cAMP-regulated guanine nucleotide exchange factor 2 (EPAC2): primary screen; Rap guanine nucleotide exchange factor 4 (Homo sapiens), Q8WZA2; EPAC2 GEF exchange of Rap1B-BODIPY-GDP, fluorescence; Potency, µM (doses to about 114 µM), for the others: at the highest dose activity, negative = inhibition, hits mostly inhibitors; 360,000 tested, 0.18% active; AID 720708, 2013; also: potency is read from the fitted curve at half-maximal effect; % is scaled to controls: 0 for no effect and ±100 for the full control effect; nearly all actives have a fitted effect of over 45% in size; many of its hits are not listed in these tables
TGFb SMAD3 inh: qHTS for Inhibitors of TGF-b; Potency, µM (titrated, usually from 46.1 µM), without a hit: top-dose activity, negative = inhibition, hits mostly inhibitors; HepG2 CAGA-GFP TGF-b/SMAD3 reporter, GFP fluorescence, 18 h; TGF-beta stimulated, 500 pg/mL final; 410,000 tested, 1.2% active; also: potency is read from the fitted curve at half-maximal effect; % is scaled to controls: 0 for no effect and ±100 for the full control effect; nearly all actives have a fitted effect of over 65% in size
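Inhibition was scored as loss of TGF-beta-induced (500 pg/mL final, 18 hours, 37 degrees C) GFP in HEPG2 cells carrying a CAGA-GFP reporter, in DMEM with 1% FBS. Well GFP was summed per cell; Activity was normalised to unstimulated and stimulated DMSO wells, then concentration-response fitting.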
Akt phos inh: HTS Assay for Inhibitors of Akt Phophorylation: Primary Screen. Neuro2A IGF-stimulated pAkt S473 HTRF, 20 min; stronger effect = lower value. activity change, % for hits at 50 µM. 360,000 tested, 0.32% active; in the data active = activity change below about -80%; inconclusive = mostly about -51% to -80%; also: % is scaled to controls: 0 for no effect and ±100 for the full control effect
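Single-point screen (50 µM final compound) in Neuro2A cells stimulated 20 min with 6 nM IGF at 37 deg C. After lysis, Ser473-phosphorylated Akt read by HTRF (ex 330 nm, em 615/665 nm) as the 665/615 ratio.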
CCT modulator: High-Throughput Screening for Modulators of Cytosolic Chaperonin Activity; purified chaperonin ATPase assay, HTRF ADP detection, 30 min; activity change, % (no concentration beside the values), hits read low; 360,000 tested, 0.3% active; AID 651819, 2012; in the data active = activity change below about -30%; also: % is scaled to controls: 0 for no effect and ±100 for the full control effect
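ATPase activity: ADP formed was measured by HTRF Transcreener (665/615 nm ratio) after 30 min at 37 deg C with 10 uM ATP. Compounds screened at one 76 uM concentration against 40 or 20 nM TRiC in Tris pH 7.4/KCl/MgCl2/DTT buffer.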
Mm-Cpn inhibitor: Inhibitors of TCP-1 ring complex (TRiC) of Methanococcus maripaludis (MmCpn): qHTS; AID 504842, 2011; purified Mm-Cpn ATPase, ADP Transcreener TR-FRET; Chaperonin Mm-Cpn (Methanococcus maripaludis); Potency, µM (top dose mostly 76.9 µM), for the others: top-dose activity, negative = inhibition, actives largely listed as inhibitors; 330,000 tested, 0.031% active; also: potency is read from the fitted curve at half-maximal effect; % is scaled to controls: 0 for no effect and ±100 for the full control effect; nearly all actives have a fitted effect of over 80% in size
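Eu-cryptate anti-ADP/ADP-d2 competition gives a ratio inversely related to ADP. Enzyme at 25 nM was pre-exposed to compound for 10 min, then given 10 uM ATP for 30 min, 37°C throughout.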
A549 viability: Nrf2 qHTS screen for inhibitors: counterscreen for cytotoxicity | A549 ARE-Fluc cells, CellTiter-Fluor viability, 18-24 h | Potency, µM (top dose mostly 46 µM), for the others: at the top dose activity change, negative = cytotoxicity, hits mostly inhibitors | 390,000 tested, 0.16% active | AID 504648, 2011; also: potency is read from the fitted curve at half-maximal effect; % is scaled to controls: 0 for no effect and ±100 for the full control effect
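A549 ARE_Fluc cells in 5% FBS OPTI-MEM were exposed to compounds in concentration-response for 18-24 h at 37 deg C. Viability was read by CellTiter-Fluor fluorescence (Ex 405/Em 525) after 30 min, before the luciferase read.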
Nrf2 activator: qHTS of Nrf2 Activators; AREc32 ARE-luciferase reporter (MCF7-derived line), luminescence, 24 h; Potency, µM (doses to about 46.1 µM), for inactives: at the top dose activation, hits mostly activators; AID 624171, 2012; 410,000 tested, 0.31% active; also: potency is read from the fitted curve at half-maximal effect; % of control where 0% means no effect; nearly all actives have a fitted effect of over 65% in size
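ARE-driven firefly luciferase activity in AREc32 cells measured after a 24 hr compound exposure at 37 deg C, using Steady-Glo reagent and a 30 min room-temperature hold.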
Active calls of the source: *; i = inactive; ? = inconclusive; . = not tested or not shown; [ ] = another dose, or the depositor's remark. Unless noted, calls follow the shape of the dose curve; as a rule, active = well fitted curve in the direction sought with a large enough effect; inconclusive = small, poorly fitted or top-dose-only effect, or another doubt; inactive = no such curve, though single readings can be large; an effect the other way counts as inactive or inconclusive. This is a subset; rates above refer to the full screens.

SMILES	EPAC2 ag	Nrf2 inh	EPAC2 antag	TGFb SMAD3 inh	Akt phos inh	CCT modulator	Mm-Cpn inhibitor	A549 viability	Nrf2 activator
OC(CN1C2=NCCCN2c2ccccc21)c1ccc(Cl)cc1 (centres undefined)	-2%	6%	-7%	-2%	i	-2.0	-1%	-13%	-0.5%
CNc1ncnc2c1ncn2[C@H]1CN(CCN2CCOCC2)C[C@@H](CO)O1	2%	.	8%	26%	i	0.4	.	.	0.0%
O=C(NCc1ccncc1)C(=O)N/N=C/c1ccccn1	7%	9%	4%	-1%	i	-1.2	2%	0%	-0.4%
CCc1cc2c(SCC(=O)N3CC(=O)Nc4ccccc43)ncnc2s1	10%	-19%	-8%	-6%	i	-3.5	1%	1%	?
COCn1ccnc1C(=O)c1ccco1	6%	.	10%	-5%	i	-2.0	.	.	-0.1%
O=C(COc1ccc(Br)cc1)Nc1ccccc1C(=O)N1CCOCC1	1%	2%	-5%	3%	i	0.9	-2%	-2%	-0.3%
CC(=O)N(c1ccc2oc(=O)sc2c1)S(=O)(=O)c1cccc2cccnc12	4%	1%	-7%	4%	i	-4.0	2%	-6%	0.3%
CCN1CCCC1Cn1cnc2c([nH]c3ccc(Cl)cc32)c1=O (centres undefined)	-8%	.	5%	13%	i	0.9	-8%	-4%	-0.6%
Cc1onc(-c2ccccc2)c1C(=O)N(CC(C)C)c1c(N)n(CC(C)C)c(=O)[nH]c1=O	11%	-6%	-1%	0%	i	0.1	0%	-11%	-1.3%
O=C1OC[C@H]2CCCN2C(=O)[C@@H](CC(=O)N(CCO)Cc2ccccc2)C/C=C\CC[C@H]1Cc1ccc(F)cc1	0%	-8%	-11%	?	i	0.8	1%	-9%	5.0%
O=C(COC(=O)C1CC1)Nc1ccc(Cl)cn1	11%	4%	8%	1%	i	2.0	-2%	-7%	0.4%
O=C(NCCCO)c1cc2ccccc2[nH]1	1%	8%	-1%	-7%	i	1.3	-2%	0%	0.5%
COc1ccc(N2CCN(C(=O)CCCC3=NS(=O)(=O)c4ccccc4N3)CC2)cc1	3%	-2%	17%	-1%	i	1.1	-2%	2%	1.0%
CN(C)c1ccc(/C=C/c2nnnn2-c2ccccc2)cc1	19%	?	0%	0%	i	-1.3	-2%	-19%	2.5%
COCCN1Cc2cccc(C(=O)Nc3ccc(S(=O)(=O)N4CCCCC4)cc3)c2C1=O	-4%	-14%	6%	-8%	i	0.3	-1%	3%	-0.5%
CN(C)C(=O)C1C2NC(=S)N(c3ccccc3)C1(C)Oc1ccccc12 (centres undefined)	2%	7%	0%	4%	i	-0.4	0%	-8%	0.3%
CSc1ccc(CN2C(=O)C(C)Sc3ccc(C(C)=O)cc32)cc1 (centres undefined)	17%	.	-15%	-4%	i	-2.9	.	.	-1.1%[9.22 µM]
O=C(CCCCCN1C(=O)C2C3C=CC(C3)C2C1=O)Nc1nccs1 (centres undefined)	10%	10%	20%	31%[activator]	i	-4.1	1%	-3%	2.5%
CCOC(=O)c1sc(NC(=O)/C=C/c2ccc(C(C)C)cc2)c(C(=O)OCC)c1C	.	-6%	.	-18%	.	.	.	3%	0.4%
COc1ccccc1CNC(=O)C(=O)NCC1CCCN1S(=O)(=O)c1cc(C)ccc1C (centres undefined)	8%	.	-8%	8%	i	-3.1	.	.	-0.8%

By substructure: the compounds so far containing a thiophene ring, fused or not
SMILES	EPAC2 ag	Nrf2 inh	EPAC2 antag	TGFb SMAD3 inh	Akt phos inh	CCT modulator	Mm-Cpn inhibitor	A549 viability	Nrf2 activator
CCc1cc2c(SCC(=O)N3CC(=O)Nc4ccccc43)ncnc2s1	10%	-19%	-8%	-6%	i	-3.5	1%	1%	?
CCOC(=O)c1sc(NC(=O)/C=C/c2ccc(C(C)C)cc2)c(C(=O)OCC)c1C	.	-6%	.	-18%	.	.	.	3%	0.4%

More records:
SMILES	EPAC2 ag	Nrf2 inh	EPAC2 antag	TGFb SMAD3 inh	Akt phos inh	CCT modulator	Mm-Cpn inhibitor	A549 viability	Nrf2 activator
Cn1c(NC(=O)c2cc(Cl)ccc2Cl)cc(=O)n(C)c1=O	6%	-11%	5%	-20%	i	-3.0	-1%	-1%	4.0%
CCCS(=O)c1nc(C)cc(C)c1S(C)(=O)=O (centres undefined)	-3%	-8%	7%	3%	i	-1.3	0%	5%	-0.8%[9.22 µM]
CC1(C)CC(NC(=O)C2CCN(S(=O)(=O)c3cccc(C(F)(F)F)c3)CC2)CC(C)(C)N1	0%	5%	-1%	0%	i	1.2	0%	2%	0.3%
CCOC(=O)c1ccc(NC(=O)c2c(C)[nH]c(C(=O)OCC)c2C)cc1	-4%	6%	2%	-9%	i	-3.4	0%	3%	-0.2%
Clc1ccc(Cc2noc(-c3cccs3)n2)cc1	6%	15%	0%	-29%	i	1.5	-11%	-3%	5.1%
COc1ccccc1NC(=O)CN(c1ccc(C(C)C)cc1)S(=O)(=O)c1c(C)noc1C	.	?	.	-21%	.	.	.	12%	0.4%
CC(=O)Nc1nonc1NC(=O)c1ccc(F)cc1	5%	-26%	1%	-4%	i	-0.6	0%	-6%	0.0%
Clc1ccccc1-c1nnc2n1-c1ccccc1SC2	4%	-7%	-10%	-20%	i	0.6	-1%	-19%	-0.3%
CCOC(=O)C1CCCN(C2=NC(=O)/C(=C/c3ccc(O)c(OC)c3)S2)C1 (centres undefined)	10%	23%	4%	9%	i	-1.8	-2%	-6%	5.8%
Cc1ccc(/C=C/C(=O)OCC(=O)NC(=O)NCc2ccccc2)cc1	5%	4%	4%	-18%	i	-2.4	0%	-7%	-1.0%
O=C(c1cc(COc2c(F)cccc2F)on1)N1CCSCC1	0%	16%	1%	10%	i	-0.8	1%	-16%	0.3%
CCc1nc(N2CCC3(CC2)OCCO3)c2nnn(Cc3ccccc3)c2n1	5%	-26%	0%	0%	i	1.0	4%	1%	-0.1%
CCOC(=O)C(CC)Sc1nnc2cc(C)c3ccccc3n12 (centres undefined)	3%	-2%	-4%[57.1 µM]	-18%	i	-0.1	.	-4%	0.6%
O=C1NC2(CCCC2)C(=O)N1CC(=O)N(Cc1ccccc1)c1ccccc1	13%	6%	-10%	-7%	i	-0.9	1%	5%	-0.7%
Cc1ccc(SCc2c(C(=O)N/N=C/c3ccc(C)o3)nnn2-c2nonc2N)cc1	-7%	.	-14%	-11%	i	1.2	.	.	2.4%
Cc1ccc(Cc2nnc(SCC(=O)Nc3ccccc3)[nH]c2=O)cc1	-1%	?	-1%	?	i	-0.8	4%	-3%	0.3%
Cc1ccc(/C=N/N2CCCCC2)o1	5%	25%	21%	34%[activator]	i	-2.0	-2%	12%	3.0%
COc1ccc(Cc2nnc(SCC(=O)N3CCCC(C)C3)o2)cc1 (centres undefined)	-7%	?	6%	-3%	i	0.7	-2%	-7%	4.5%
CC(=O)Nc1ccc(S(=O)(=O)Oc2ccc(/C=N/N=C3/NC(=O)C(CC(=O)O)S3)cc2)cc1 (centres undefined)	9%	-6%	-15%	3%	i	-2.7	-1%	2%	-0.8%
COC(=O)C(Cc1c[nH]c2ccccc12)N1CCS(=O)(=O)CC1 (centres undefined)	-2%	0%	-5%	8%	i	1.2	0%	2%	-0.2%
CSc1ccc(OC2(C)CCN(Cc3ccc(OC(C)C)cc3)C2)cc1 (centres undefined)	3%	.	-14%	?	i	-1.4	.	.	7.4%
CC(=O)Nc1ccc(C)c(NS(=O)(=O)c2cccc(C(F)(F)F)c2)c1	3%	-12%	-3%	0%	i	2.0	-3%	-5%	-0.7%
CCCCn1c(O)c(N=NC(=O)c2ccco2)c2ccccc21	-1%	-1%	2%	?	i	-0.6	-1%	10%	?
CCOc1ccc(OCCSc2nnnn2-c2ccccc2)cc1	10%	5%	-4%	1%	i	-0.5	2%	-4%	0.3%
COc1ccc(N(C(C)=O)C2C=CS(=O)(=O)C2)c(OC)c1 (centres undefined)	-3%	-19%	0%	-13%	.	-0.3	1%	0%	-0.5%
Cc1ccc(-n2ccc(-c3nn(-c4ccccc4)ccc3=O)n2)cc1	1%	-1%	5%	0%	i	2.0	-5%	-5%	-0.1%[9.22 µM]
CCc1nn2c(=O)cc(CSCC(=O)Nc3ccccc3F)nc2s1	5%	2%	3%	-1%	i	-0.8	-1%	5%	5.9%
Cc1ccc(C)c(C(=O)COC(=O)C2CCN(c3ccc(C(F)(F)F)cn3)CC2)c1	0%	6%	-16%	1%	i	0.4	-16%	1%	0.5%
O=C(CCN1CCN(Cc2ccccc2)CC1)NNC(=O)Nc1cccc([N+](=O)[O-])c1	13%	-15%	-7%	8%	i	-4.2	2%	3%	0.1%
COc1ccc(S(=O)(=O)N(Cc2ccccc2)Cc2nc3ccccc3c(=O)[nH]2)cc1	0%	.	-14%	9%	i	-1.9	0%	-5%	2.8%
CCn1c(=O)cc(OCC(=O)N2CCc3ccccc32)c2ccccc21	5%	0%	4%	-9%	i	-23	-1%	6%	-0.6%
CC(=O)c1ccc(NC(=O)C2CCC(C)(C(=O)O)C2(C)C)cc1 (centres undefined)	3%	?	5%	0%	.	-0.6	0%	-11%	-0.8%
C=CCN1C(=O)/C(=C\c2cccs2)C(C(=O)OC)=C1C	-25%	1%	-6%	-39%	i	-1.4	1%	10%	4.6%
